Bioassay records from PubChem BioAssay.
PLK1 PBD inh: inhibitors of human PLK1 polo-box domain binding; actives 2.8% (n = 360,000); Potency, µM, inactives show max response, negative = inhibition, hits mostly inhibitors; P53350; AID 720504; Plk1 PBD binding of FITC phosphopeptide, fluorescence polarization; further: potency means the concentration at half of the fitted maximal effect; series mostly up to about 57 µM; on the % scale 0 is the no-effect control and ±100 the full control effect; nearly all actives have a fitted effect of over 65% in size
EPAC1 antag: antagonists of human EPAC1; EPAC1 GEF assay, Rap1b-BODIPY-GDP exchange fluorescence; Potency, µM (series often up to 115 µM), for inactives: at the top dose activity change, negative = inhibition, actives largely listed as inhibitors; actives 0.14% (n = 360,000); AID 720709;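 further: potency means the concentration at half of the fitted maximal effect; plate controls were vehicle for no effect and positive control for full effect; nearly all actives have a fitted effect of over 50% in size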
EPAC1 ag: EPAC1 (human) agonism | actives 0.073% (n = 360,000) | O95398 | EPAC1 agonist qHTS, biochemical assay; response scale: 100% = response to 6.5 mM cAMP | Potency, µM (highest dose often 154 µM), for the others: top-dose activation, actives largely listed as activators | AID 720707; further: potency means the concentration at half of the fitted maximal effect; nearly all actives have a fitted effect of over 60% in size
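Multi-concentration qHTS readout: loss of Rap1B-bound BODIPY-GDP fluorescence driven by 100 nM EPAC1 with excess GDP (50 uM), monitored kinetically at room temperature; agonist response expressed relative to 6.5 mM cAMP.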
MmCpn inh: blocks the Methanococcus maripaludis chaperonin Mm-Cpn; purified Mm-Cpn ATPase, ADP Transcreener TR-FRET; Potency, µM (titrated, usually from 76.9 µM), without a hit: top-dose activity, negative = inhibition, usual class: inhibitors; actives 0.031% (n = 330,000); AID 504842; further: potency means the concentration at half of the fitted maximal effect; on the % scale 0 is the no-effect control and ±100 the full control effect; nearly all actives have a fitted effect of over 80% in size
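25 nM Mm-CPN + cpd, 10 min 37°C; + 10 uM ATP, 30 min 37°C; buffer 30 mM Tris pH 7.4, 100 mM KCl, 5 mM MgCl2, 1 mM DTT; Transcreener ADP HTRF detection 30 min RT.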
EPAC2 antagonist: blocks human EPAC2 exchange factor; Q8WZA2; EPAC2 GEF exchange of Rap1B-BODIPY-GDP, fluorescence; Potency, µM (series often up to 114 µM), without a hit: at the top dose activity, negative = inhibition, most hits filed as inhibitors; actives 0.18% (n = 360,000); AID 720708; further: potency means the concentration at half of the fitted maximal effect; on the % scale 0 is the no-effect control and ±100 the full control effect; nearly all actives have a fitted effect of over 45% in size; many of its hits are not listed in these tables
PI5P4Ka inh: PI5P4K alpha (human) kinase inhibition. PI5P4Kalpha enzyme, ADP-Glo luminescence, 60 min; active compounds read low. max response, %. actives 1.2% (n = 330,000); active means max response of -50% or lower; inconclusive means between -30% and -50%; inactive means -30% or higher; further: value at the top dose of about 77 µM; on the % scale 0 is the no-effect control and ±100 the full control effect
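Reactions run in 0.038 M HEPES pH 7.4, 0.28 mM EGTA, 0.1% CHAPS and 5% DMSO, with PI5P4Kalpha, substrate, compound and 5 microM ATP final, one hour at room temperature. Readout is ADP-Glo luminescence.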
WRN inhibitor: WRN helicase (human) inhibition; Q14191; WRN helicase unwinding, fluorescent forked duplex, kinetic; Potency, µM (doses to about 114 µM), without a hit: at the top dose activity change, negative = inhibition, hits mostly inhibitors; actives 0.46% (n = 360,000); AID 651768; further: potency means the concentration at half of the fitted maximal effect; on the % scale 0 is the no-effect control and ±100 the full control effect; nearly all actives have a fitted effect of over 55% in size
Target sequence (Q14191 whole entry, looked up): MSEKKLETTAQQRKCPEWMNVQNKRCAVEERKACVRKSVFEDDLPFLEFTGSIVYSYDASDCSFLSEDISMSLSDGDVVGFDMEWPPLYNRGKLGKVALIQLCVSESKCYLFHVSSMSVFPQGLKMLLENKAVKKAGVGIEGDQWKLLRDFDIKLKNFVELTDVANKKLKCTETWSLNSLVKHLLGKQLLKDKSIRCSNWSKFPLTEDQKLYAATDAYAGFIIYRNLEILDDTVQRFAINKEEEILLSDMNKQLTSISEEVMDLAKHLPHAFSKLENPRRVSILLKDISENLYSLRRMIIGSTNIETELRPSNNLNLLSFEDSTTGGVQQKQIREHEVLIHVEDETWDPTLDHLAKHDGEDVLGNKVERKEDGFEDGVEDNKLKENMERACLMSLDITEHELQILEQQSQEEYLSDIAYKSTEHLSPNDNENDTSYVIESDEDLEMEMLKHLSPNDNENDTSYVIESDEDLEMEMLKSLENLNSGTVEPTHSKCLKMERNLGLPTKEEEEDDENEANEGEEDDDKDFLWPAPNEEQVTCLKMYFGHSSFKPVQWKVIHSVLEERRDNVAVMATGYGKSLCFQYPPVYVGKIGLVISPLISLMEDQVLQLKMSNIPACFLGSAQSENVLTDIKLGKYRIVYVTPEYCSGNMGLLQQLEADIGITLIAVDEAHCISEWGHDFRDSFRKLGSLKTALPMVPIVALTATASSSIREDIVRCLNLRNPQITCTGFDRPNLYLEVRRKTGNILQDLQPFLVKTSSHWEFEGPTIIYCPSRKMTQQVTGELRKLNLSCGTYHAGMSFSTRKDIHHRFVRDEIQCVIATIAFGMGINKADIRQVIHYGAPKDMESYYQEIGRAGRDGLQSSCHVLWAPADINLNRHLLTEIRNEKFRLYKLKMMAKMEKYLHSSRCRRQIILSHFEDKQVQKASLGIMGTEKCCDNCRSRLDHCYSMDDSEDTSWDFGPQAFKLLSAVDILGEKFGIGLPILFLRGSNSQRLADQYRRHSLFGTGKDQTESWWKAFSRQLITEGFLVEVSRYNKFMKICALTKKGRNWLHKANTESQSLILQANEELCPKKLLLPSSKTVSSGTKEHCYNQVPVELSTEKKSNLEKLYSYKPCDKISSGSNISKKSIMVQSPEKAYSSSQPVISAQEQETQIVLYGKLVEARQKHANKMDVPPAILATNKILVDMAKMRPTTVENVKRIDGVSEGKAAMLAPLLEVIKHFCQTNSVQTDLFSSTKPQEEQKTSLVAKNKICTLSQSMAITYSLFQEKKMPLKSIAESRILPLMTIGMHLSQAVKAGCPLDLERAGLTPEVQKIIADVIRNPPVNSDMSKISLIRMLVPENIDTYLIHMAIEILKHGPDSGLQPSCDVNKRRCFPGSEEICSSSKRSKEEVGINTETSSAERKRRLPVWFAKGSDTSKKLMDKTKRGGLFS
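Kinetic fluorescence helicase assay: unwinding of a quenched forked DNA duplex (100 nM final) with 2 mM ATP final raises red fluorescence (525/598 nm). Compounds sat 15 min at room temperature with 20 nM WRN beforehand.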
CCT modulator: modulators of cytosolic chaperonin (CCT/TRiC) activity. AID 651819. actives 0.3% (n = 360,000). purified chaperonin ATPase assay, HTRF ADP detection, 30 min. activity change, % (no concentration beside the values), hits read low; in the data active means activity change below about -30%; further: on the % scale 0 is the no-effect control and ±100 the full control effect
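TRiC at 40 or 20 nM final (batch-dependent) in 30 mM Tris pH 7.4, 100 mM KCl, 5 mM MgCl2, 1 mM DTT, with compound at single 76 uM and 10 uM ATP, 30 min at 37 deg C. ADP detected by HTRF Transcreener, 665/615 ratio.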
* marks the source's active call; other numbers are inactive results; ? = inconclusive; · = not tested or not shown; [ ] = dose if it differs, or a comment. Unless noted, the call rests on the fitted dose curve; in most records, active means well fitted curve in the direction sought with a large enough effect; inconclusive means small, poorly fitted or top-dose-only effect, or another doubt; inactive means no such curve, though single readings can be large; an effect the other way counts as inactive or inconclusive. Not all compounds are listed. The share of hits here may be higher or lower than overall.

Under each structure: PLK1 PBD inh, EPAC1 antag, EPAC1 ag, MmCpn inh, EPAC2 antagonist, PI5P4Ka inh, WRN inhibitor, CCT modulator
COc1cccc(-c2n[nH]c(=S)n2Cc2ccco2)c1
  ?, 1%, 1%, -5%, -9%, ?, 5%[11.6 µM], 0.6
CN(C)S(=O)(=O)c1ccc(Cl)c(NC(=O)COC(=O)CNC(=O)c2ccco2)c1
  -11%, 2%, -13%, -2%, 5%, 4, 0%, -2.7
O=C(Cc1ccccc1Cl)Nc1ccc(S(=O)(=O)Nc2nccs2)cc1
  -6%, -23%, 2%, -1%, 1µM*, 2, -7%, -2.0
COC(=O)/C(=C\c1cc(OC)c(OC)c(OC)c1)c1nc2ccccc2[nH]1
  -5%, -8%, 6%, 2%, 0%, -9, 4%, -3.2
Cc1ccn(S(=O)(=O)c2ccc(C(C)(C)C)cc2)n1
  -7%, 10%, -3%, ·, 5%, -6, -3%, -1.8
O=C(Cn1nc(C(=O)O)c2ccccc2c1=O)Nc1ccc2c(c1)OCO2
  -10%, 2%, 7%, 0%, -3%, 1, -17%, -1.0
COc1cccc(N(C(=O)c2sc(C)nc2C)C(C(=O)NCC2CCCO2)c2ccccc2)c1 (stereo not given)
  -6%, 19%, 10%, 2%, -2%, 2, -1%, 2.0
CCOc1ccc2nc(NC(=O)c3cc([N+](=O)[O-])ccc3N3CCOCC3)sc2c1
  -3%, 5%, -13%, 1%, -13%, -6, 5%, -0.1
Cc1cc(Cl)ccc1OCC(=O)OC(C)C(=O)NC(N)=O (stereo not given)
  -3%, 10%, -7%, 2%, 16%, ·, -7%, -1.0
CCc1nnc(NC(=O)CSc2nnc(-c3cc4ccccc4cc3O)n2CC)s1
  -15%, -25%, 4%, 1%, -1%, -24, -27%, -2.6
COC(=O)c1sccc1NC(=O)C1CCCCC1C(=O)O (stereo not given)
  -2%, 4%, 3%, -8%, 0%, 4, -3%, 0.6
COCCOC(=O)C1=C(C)NC2=C(C(=O)CC(C)(C)C2)C1c1cc2c(cc1Br)OCO2 (stereo not given)
  -28%, -6%, 13%, -12%, -10%, ·, -14%, 3.5
O=C(Nc1ccc(NC(=O)C2CCCN2C(=O)OCc2ccccc2)cc1)c1ccco1 (stereo not given)
  -1%, -7%, -4%, -1%, 3%, -6, -7%, 0.6
O=C1ON=C(c2ccc(Cl)c([N+](=O)[O-])c2)/C1=C/c1cccc([N+](=O)[O-])c1O
  -4%, 12%, 8%, 0%, 4%, -6, 0%, 0.4
CCSc1nnc([C@H](Cc2c[nH]c3ccccc23)NC(=O)OC(C)(C)C)o1
  -4%, -14%, 3%, 2%, -8%, 0, 0%, -0.7
CCNC(=S)NNC(=O)c1ccccc1OC(F)F
  -2%, 11%, -4%, -1%, 6%, ·, 0%, 0.4
CC(C)N(Cc1ccccc1)C(=O)COC(=O)c1cc[n+]([O-])cc1
  -7%, -9%, -15%, 0%, 2%, -6, 10%, 0.6
O=C(CSc1n[nH]c(-c2ccncc2)n1)Nc1ccc(Cl)cc1
  -8%, -11%, 4%, 0%, ?, 5, -16%, 0.7
COc1ccccc1-c1nc2ccccc2nc1-c1ccccc1OC
  -2%, 5%, -9%, -1%, -1%, -2, 2%, -0.2
O=CN1CCN(C(=O)c2cccc3c2-c2ccccc2C3=O)CC1
  -2%, 4%, 1%, 0%, 0%, -4, 5%, -4.8
O=C(NCc1ccco1)c1cccc(F)c1
  -9%, -4%, 7%, ·, -14%, ·, -13%, -0.6
NNC(=O)Cn1c(COc2ccc(Cl)cc2)nc2ccccc21
  -1%, 4%, -6%, 3%, 5%, 4, 9%, -1.2
COc1cc(/C=C/C(=O)Nc2cc(S(=O)(=O)N3CCOCC3)ccc2N2CCCC2)cc(OC)c1OC
  6.7µM*, -27%, 7%, -1%, -13%, -17, -6%[57.1 µM], -1.3
CC(C)NC(=O)C1(C)CSCC(=O)N1CCCN1CCOCC1 (stereo not given)
  -15%, -11%, 4%, ·, 3%, -8, 0%, ·
COCCNC(=O)NC(=O)COC(=O)c1ccc2[nH]c3c(c2c1)CCCC3
  3%, -14%, -4%, 0%, 5%, -3, -25%, 2.2
COc1ccc(N2CCN(Cc3nc4c(c(=O)[nH]c(=O)n4C)n3CC(C)=O)CC2)cc1
  3%, 4%, -9%, 2%, 2%, 8, 11%, 0.7
CC(C)CN1C2CCCC1CC(NC(=S)NCc1ccco1)C2 (stereo not given)
  -6%, 10%, -12%, -1%, 7%, -6, 10%, -0.5
Cc1cc(C(F)F)n2ncc(C(=O)O)c2n1
  1%, 13%, 7%, 1%, 4%, ·, -5%, -1.0
O=C(CSc1nnc(C2CC2)n1-c1ccccc1)Nc1ccc(N2CCOCC2)cc1
  0%, -12%, -2%, 1%, 21%, 6, -9%, 1.5
Cc1csc(NC(=O)CSc2nnc(Cc3cccn3C)n2CCc2ccccc2)n1
  ?, ?, -2%, 0%, -16%, -17, -1%, 0.2
CCOC(=O)c1cccc(NC(=O)CCc2nnc3ccc(N4CCCCC4)nn23)c1
  -18%, -27%, -1%, -2%, -2%, 3, 1%, -10
COc1cc2c(cc1OC)C(c1ccccc1)N(Cc1ccc(S(=O)(=O)NC(=O)c3ccco3)cc1)CC2 (stereo not given)
  -21%, -9%, 1%, ·, -4%, -3, -3%, -1.3
COc1cc2c(NCCCCCO)ncnc2c(OC)c1OC
  8%, 10%, -1%, ·, 4%, -8, 9%, -0.1
CCOC(=O)NC(=O)CSc1ccccn1
  -3%, 5%, 1%, -2%, 7%, ·, -5%, 1.7
COc1cc(-c2noc(C)c2/C=C/c2cccc([N+](=O)[O-])c2)cc(OC)c1OC
  -4%, 7%, 8%, 2%, 9%, 1, 0%, -2.1
COc1cc(NC(=S)NCCC(c2ccccc2)c2ccccc2)c(OC)cc1Cl
  ?, ?, 3%, 1%, -16%, 15, -13%, -1.4
CC(=O)Nc1cc(-c2ccccc2N(C)C)cn2c(-c3cccc(C(F)(F)F)c3)cnc12
  -8%, -20%, -24%, ·, ?, 8, -11%, 0.7
Cc1ccc(C(=O)N/N=C\c2ccc(-c3ccc(Cl)cc3)o2)cn1
  9%, -16%, 6%, 0%, -1%, -8, -12%, -0.3
CCN=c1scc(-c2cccs2)n1/N=C/c1cc(OC)ccc1O
  -6%, 5%, 13%, 0%, 13%, 7, -27%[57.1 µM], -3.0
CNc1ccc(Oc2nc([N+](=O)[O-])nn2C)cc1
  -9%, 10%, 2%, -3%, 9%, -10, 4%, 0.7
Cc1cccc(N(C(=O)Nc2ccc(Cl)cc2)C2=NCC(C)S2)n1 (stereo not given)
  41%[activator], -27%, 1%, 0%, 5%, 8, -3%, -4.0
COc1cc(/C=N/Nc2nc(Nc3ccccc3)nc(N3CCOCC3)n2)ccc1OC(=O)c1ccco1
  -16%, 9%, 7%, 0%, 7%, 0, 1%, -1.7
CCC(C)[C@H](N)c1nnc(SCc2cccc(F)c2)o1 (stereo not given in full)
  -7%, 4%, 3%, 0%, -1%, ·, 1%, 0.2
Cc1cccn2c(=O)c(/C=C(\C#N)S(=O)(=O)c3ccccc3)c(N3CCN(c4ccccc4)CC3)nc12
  -7%, -20%, 10%, 2%, -3%, 0, 1%, -0.4
O=C(Nc1ccc(F)c(F)c1)c1cccnc1
  -6%, 14%, -2%, -2%, -3%, -7, 2%, -3.8

In a second layout: results already given.
PLK1 PBD inh | EPAC1 antag | EPAC1 ag | MmCpn inh | EPAC2 antagonist | PI5P4Ka inh | WRN inhibitor | CCT modulator | SMILES
-21% | -9% | 1% | · | -4% | -3 | -3% | -1.3 | COc1cc2c(cc1OC)C(c1ccccc1)N(Cc1ccc(S(=O)(=O)NC(=O)c3ccco3)cc1)CC2 (stereo not given)
8% | 10% | -1% | · | 4% | -8 | 9% | -0.1 | COc1cc2c(NCCCCCO)ncnc2c(OC)c1OC
-3% | 5% | 1% | -2% | 7% | · | -5% | 1.7 | CCOC(=O)NC(=O)CSc1ccccn1
-4% | 7% | 8% | 2% | 9% | 1 | 0% | -2.1 | COc1cc(-c2noc(C)c2/C=C/c2cccc([N+](=O)[O-])c2)cc(OC)c1OC
? | ? | 3% | 1% | -16% | 15 | -13% | -1.4 | COc1cc(NC(=S)NCCC(c2ccccc2)c2ccccc2)c(OC)cc1Cl
-8% | -20% | -24% | · | ? | 8 | -11% | 0.7 | CC(=O)Nc1cc(-c2ccccc2N(C)C)cn2c(-c3cccc(C(F)(F)F)c3)cnc12
9% | -16% | 6% | 0% | -1% | -8 | -12% | -0.3 | Cc1ccc(C(=O)N/N=C\c2ccc(-c3ccc(Cl)cc3)o2)cn1
-6% | 5% | 13% | 0% | 13% | 7 | -27%[57.1 µM] | -3.0 | CCN=c1scc(-c2cccs2)n1/N=C/c1cc(OC)ccc1O
-9% | 10% | 2% | -3% | 9% | -10 | 4% | 0.7 | CNc1ccc(Oc2nc([N+](=O)[O-])nn2C)cc1

Continuation.
Under each structure: PLK1 PBD inh, EPAC1 antag, EPAC1 ag, MmCpn inh, EPAC2 antagonist, PI5P4Ka inh, WRN inhibitor, CCT modulator
Cc1cc(C)cc(NS(=O)(=O)c2cc(Br)cnc2N)c1
  -7%, -12%, 6%, -2%, -7%, 15, -7%, -2.7
CCCCc1n[nH]c(=S)n1Cc1ccc(C)cc1
  -20%, -8%, 9%, 1%, -11%, -5, -24%[57.1 µM], -0.3
COc1ccc(NC(=S)N2CCN(c3ccccc3)CC2)c(OC)c1
  -7%, 9%, 1%, 1%, 20%, 0, 13%, -0.7
COC(=O)c1cc(-c2ccccc2)n(CC(=O)O)c1C
  -1%, 2%, 1%, 1%, 10%, -14, -13%, -1.5
CC1(C)CC(=O)C(C=NCCN2CCN(C(=S)Nc3ccc(F)cc3)CC2)=C(O)C1
  -6%, 13%, -6%, -11%, 20%, ·, -11%, 0.8
COc1cccc(C(=O)O/N=C2\CCS(=O)(=O)c3sccc32)c1
  -5%, 5%, -7%, ?, 23%, 8, -2%, -0.3
CCOc1ccc(NC(=O)CSc2nnc(C(C)C)n2CC)cc1
  -1%, 4%, 8%, 1%, -2%, -7, -5%, -0.6
Cc1ccc(NC(=O)C2=COCCO2)cc1S(=O)(=O)N1CCOCC1
  -8%, -8%, -2%, 1%, -2%, -4, 4%, -0.9
NC(=O)NC(CC(=O)NCc1ccc2c(c1)OCO2)c1ccccc1Cl (stereo not given)
  0%, -8%, 9%, 0%, 2%, -1, -18%[57.1 µM], -2.5
COc1ccc(N(CCCN2C(=O)c3cccc4cccc(c34)C2=O)C(=O)c2cccnc2)cc1
  -6%, -23%, 7%, 2%, 3%, -5, 5%, -4.4
